KB-V1 cytotox: qHTS assay for MDR1-selective chemotherapeutics: Primary screen using the drug-selected MDR subline cells KB-V1. KB-V1 MDR cells viability, CellTiter-Glo, 72 h. Potency, µM (highest dose often 46.1 µM), inactives show at the top dose activity change, negative = cytotoxicity, most hits filed as cytotoxic. 400,000 compounds, 3.4% hits. AID 1347076, 2019; further: potency means the concentration at half of the fitted maximal effect; on the % scale 0 is the no-effect control and ±100 the full control effect; nearly all actives have a fitted effect of over 60% in size
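Cells of the MDR subline KB-V1 are plated, dosed with compound at multiple concentrations, and incubated 72 h at 37 degrees C; CellTiter-Glo is then added and luminescence read after 10 min.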
ATXN2 expr inh: Primary qHTS for Inhibitors of ATXN expression; HEK-293 ATXN2-luciferase reporter, luminescence, 24 h; Potency, µM (top dose mostly 57 µM), for inactives: top-dose activity change, negative = inhibition, hits mostly inhibitors; 360,000 compounds, 0.72% hits; AID 1745845, 2022; further: potency means the concentration at half of the fitted maximal effect; on the % scale 0 is the no-effect control and ±100 the full control effect; nearly all actives have a fitted effect of over 55% in size
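qHTS (up to 57 uM final) was run with 24 h compound exposure of reporter cells at 37 °C. Each well was multiplexed: SteadyGlo luminescence measured ATXN2-luciferase expression after a fluorogenic Gly-Phe-AFC viability readout (25 uM final).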
SW480 rerep: A quantitative high throughput screen for small molecules that induce DNA re-replication in SW480 colon adenocarcinoma cells; SW480 DNA re-replication, Hoechst DNA content imaging, 48 h; Potency, µM (top dose mostly 46.1 µM), inactives show at the highest dose re-replication activation, most hits filed as activators; 340,000 compounds, 1.8% hits; further: potency means the concentration at half of the fitted maximal effect; % of control where 0% means no effect; nearly all actives have a fitted effect of over 55% in size
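Image-based read-out: total Hoechst fluorescence of nuclei (405 nm excitation, 500-530 nm emission), with hits raising the fraction of high-intensity nuclei. SW480 colon cells incubated 48 hr with compounds at 37 C.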
HT1080 IDH1KD tx: qHTS for induction of synthetic lethality in tumor cells producing 2HG: qHTS for the HT-1080-IDH1KD cell line. HT-1080 IDH1 knockdown viability, ATP luminescence, 48 h. 360,000 compounds, 2% hits. Potency, µM (series often up to 46.1 µM), for the others: at the top dose activity, negative = toxicity, actives largely listed as cytotoxic;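 further: potency means the concentration at half of the fitted maximal effect; 0% = DMSO wells and -100% = cell-free medium wells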
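% activity derives from luminescence (CellTiter-Glo), normalised to DMSO and no-cell wells. HT-1080-IDH1KD cells, 750/well, had 48 h compound exposure at 37 °C.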
WRN inhibitor: qHTS for Inhibitors of WRN Helicase; Bifunctional 3'-5' exonuclease/ATP-dependent helicase WRN (Homo sapiens), Q14191; WRN helicase unwinding, fluorescent forked duplex, kinetic; Potency, µM (highest dose often 114 µM), for the others: at the highest dose activity change, negative = inhibition, usual class: inhibitors; 360,000 compounds, 0.46% hits; further: potency means the concentration at half of the fitted maximal effect; on the % scale 0 is the no-effect control and ±100 the full control effect; nearly all actives have a fitted effect of over 55% in size
Target sequence (Q14191 whole entry, looked up): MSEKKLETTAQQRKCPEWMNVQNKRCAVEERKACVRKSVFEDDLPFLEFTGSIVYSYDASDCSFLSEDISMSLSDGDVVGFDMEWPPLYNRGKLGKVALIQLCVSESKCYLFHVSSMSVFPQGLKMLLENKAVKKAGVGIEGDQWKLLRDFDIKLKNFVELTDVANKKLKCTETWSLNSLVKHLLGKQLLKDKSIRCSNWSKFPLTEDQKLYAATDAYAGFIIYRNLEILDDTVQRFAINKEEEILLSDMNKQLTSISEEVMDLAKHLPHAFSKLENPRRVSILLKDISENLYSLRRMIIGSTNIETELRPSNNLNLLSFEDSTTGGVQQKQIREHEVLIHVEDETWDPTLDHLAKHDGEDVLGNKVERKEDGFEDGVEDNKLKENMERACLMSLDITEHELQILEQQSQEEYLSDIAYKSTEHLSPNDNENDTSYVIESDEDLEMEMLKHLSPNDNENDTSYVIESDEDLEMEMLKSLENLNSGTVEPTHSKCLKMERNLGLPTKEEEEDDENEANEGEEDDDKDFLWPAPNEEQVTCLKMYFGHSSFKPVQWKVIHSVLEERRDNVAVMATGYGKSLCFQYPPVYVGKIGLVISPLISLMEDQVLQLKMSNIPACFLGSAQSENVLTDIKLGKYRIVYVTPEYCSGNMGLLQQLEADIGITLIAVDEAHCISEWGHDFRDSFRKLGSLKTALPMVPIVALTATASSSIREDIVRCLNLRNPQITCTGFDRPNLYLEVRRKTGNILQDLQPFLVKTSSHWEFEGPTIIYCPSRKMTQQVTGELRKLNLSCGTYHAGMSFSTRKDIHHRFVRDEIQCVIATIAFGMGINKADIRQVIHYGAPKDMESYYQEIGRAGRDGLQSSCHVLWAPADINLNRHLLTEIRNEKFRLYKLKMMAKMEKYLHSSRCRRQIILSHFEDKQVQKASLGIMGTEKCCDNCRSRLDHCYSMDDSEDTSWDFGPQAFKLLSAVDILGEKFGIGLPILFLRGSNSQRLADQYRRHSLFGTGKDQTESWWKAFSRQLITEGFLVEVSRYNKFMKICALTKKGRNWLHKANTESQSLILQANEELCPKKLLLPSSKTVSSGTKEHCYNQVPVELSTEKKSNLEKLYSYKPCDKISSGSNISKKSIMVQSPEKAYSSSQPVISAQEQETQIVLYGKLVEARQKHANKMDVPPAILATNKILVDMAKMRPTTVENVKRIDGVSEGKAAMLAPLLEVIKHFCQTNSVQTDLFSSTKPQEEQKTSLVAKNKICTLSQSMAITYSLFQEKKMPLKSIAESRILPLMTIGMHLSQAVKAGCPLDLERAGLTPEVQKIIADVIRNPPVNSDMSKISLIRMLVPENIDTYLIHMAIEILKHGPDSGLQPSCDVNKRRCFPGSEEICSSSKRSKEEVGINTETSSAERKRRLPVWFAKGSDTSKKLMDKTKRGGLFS
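Kinetic fluorescence helicase assay: unwinding of a quenched forked DNA duplex (100 nM final) with 2 mM ATP final raises red fluorescence (525/598 nm). Compounds sat 15 min at room temperature with 20 nM WRN beforehand.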
MCF10A rereplic: A quantitative high throughput screen for small molecules that induce DNA re-replication in MCF 10a normal breast cells | MCF 10A DNA re-replication, Hoechst nuclear intensity, 48 h | Potency, µM (series often up to 46.1 µM), inactives show at the highest dose activity, positive = re-replication, usual class: activators | 350,000 compounds, 2.9% hits; further: potency means the concentration at half of the fitted maximal effect; % of control where 0% means no effect; nearly all actives have a fitted effect of over 50% in size
KB-3-1 tox: qHTS assay for MDR1-selective chemotherapeutics: Primary screen using the parental adenocarcinoma cell KB-3-1; KB-3-1 viability, CellTiter-Glo ATP luminescence, 72 h; AID 1347075, 2019; Potency, µM (titrated, usually from 46.1 µM), for inactives: at the top dose activity change, negative = cytotoxic, most hits filed as cytotoxic; 400,000 compounds, 1.4% hits; further: potency means the concentration at half of the fitted maximal effect; on the % scale 0 is the no-effect control and ±100 the full control effect; nearly all actives have a fitted effect of over 60% in size
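Here the drug-naive KB-3-1 line serves as comparator for MDR sub-line selectivity; cells received compound titrations, 72 h at 37 °C, then CellTiter-Glo readout.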
IL-1B inflam inh: qHTS for Inhibitors of Inflammasome Signaling: IL-1-beta AlphaLISA Primary Screen | THP-1 LPS/ATP IL-1B secretion, AlphaLISA, 16 h; hits give low values | activity change, % at 57.5 µM | 360,000 compounds, 4.7% hits | AID 743279, 2014; in the data active means activity change below about -50%; inconclusive means mostly about -30% to -49%; further: on the % scale 0 is the no-effect control and ±100 the full control effect
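THP-1 cells pretreated 1 hr with compounds (up to 57.5 uM final), then stimulated with LPS (250 ng/mL final) plus ATP (1.25 mM final); secreted IL-1B measured by AlphaLISA after 16 hr, decreased signal indicating inhibition.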
HT1080-NT tox: qHTS for induction of synthetic lethality in tumor cells producing 2HG: qHTS for the HT-1080-NT fibrosarcoma cell line | Potency, µM (series often up to 46.1 µM), for inactives: at the highest dose activity, negative = less viability, hits mostly cytotoxic | HT-1080-NT fibrosarcoma viability, CellTiter-Glo ATP luminescence, 48 h | 360,000 compounds, 1.6% hits;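 further: NT is the 2HG producing partner of a matched IDH1 knockdown line; potency means the concentration at half of the fitted maximal effect; 0% = DMSO-treated cells and -100% = media-only wells without cells; nearly all actives have a fitted effect of over 55% in size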
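Luminescent CellTiter-Glo readout after 48 hours of compound exposure at 37 degrees C defined viability of HT-1080-NT cells. Activity was normalized to DMSO wells and cell-free media wells; concentration-response curves were fitted and assigned curve classes.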
Starred values were filed as active, the others as inactive; i = inactive; ? = inconclusive; . = not tested or not shown; [ ] = remark or other dose. Unless noted, the call rests on the fitted dose curve; in most records, active means well fitted curve in the direction sought with a large enough effect; inconclusive means small, poorly fitted or top-dose-only effect, or another doubt; inactive means no such curve, though single readings can be large; an effect the other way counts as inactive or inconclusive.

SMILES | KB-V1 cytotox | ATXN2 expr inh | SW480 rerep | HT1080 IDH1KD tx | WRN inhibitor | MCF10A rereplic | KB-3-1 tox | IL-1B inflam inh | HT1080-NT tox
CCOc1ccc(S(=O)(=O)N2CCC(C(=O)NCc3cccnc3)CC2)cc1 | . | -4% | 2% | -1% | -22% | 1% | . | 0 | -8%
Cc1ccccc1N1CCN(CCCN2C(=O)C3CCCCN3C2=O)CC1 (configuration not stated) | 3% | -11% | 0% | 22% | 2% | -3% | -7% | 17 | 16%
CC(C(=O)c1ccc(-c2ccccc2)cc1)[n+]1cccc(NC(=O)c2ccccc2)c1 (configuration not stated) | ? | ? | -1% | ? | 1% | 2% | -4% | ? | ?
COC(=O)[C@]1(C)N[C@H](CN(C)C(=O)c2ccc(F)cc2)[C@@H]2C(=O)N(Cc3ccccc3)C(=O)[C@@H]21 | -3% | -2% | -30%[inhibitor][9.22 µM] | 9% | -3% | -2% | 18% | -21 | 8%
CCOC(=O)C1CCN(C(=O)CCNC(=O)c2ccccc2OC)CC1 | 0% | -6% | -3% | 2% | -28% | -1% | 0% | -2 | 3%
CC/C(=N\OC(=O)c1ccc(OC(C)C)cc1)c1ccc(C)cc1 | -21% | 2% | -2% | -11% | -16% | 2% | -1% | -21 | 1%
CCOC(=O)C1=CCN(S(=O)(=O)c2ccccc2F)C1c1cccc(Cl)c1 (configuration not stated) | -27% | -22% | . | -1% | -8% | . | -1% | 53 | -3%
O=C(c1ccccc1)c1ccc(C(=O)N2CCN(c3ccccc3Cl)CC2)cc1 | -14% | -7% | 1% | -7% | -8% | 8% | -23% | ? | 10%[9.24 µM]
CCOC(=O)c1c(C)c(-c2ccccc2)n(CC(=O)NCCC(C)C)c1C | 3% | 7% | 8% | 6% | -11% | -4% | 23% | 9 | 13%
Cc1nc2ncnn2c(C)c1CCC(=O)N1CCN(c2ccccn2)CC1 | -6% | -6% | -20% | 1% | 11% | 2% | 14% | 4 | -7%
O=C(Nc1ccc(CN2CCOCC2)cc1)c1ccc(-c2ccc(Cl)cc2Cl)o1 | -16% | ? | ? | ? | -6% | ? | 0% | -56* | 15µM*
O=C(OCC(=O)N1CCCC1)c1cc(=O)c2ccccc2o1 | -2% | . | -6% | 4% | 12% | ? | 7% | 0 | -2%
COC(=O)c1ccc(OC)c(CSc2nnc(COc3ccc(OC)cc3)o2)c1 | 5% | -1% | 1% | -9% | -9% | 14% | -4% | 6 | -1%
CCC(=NNS(=O)(=O)c1ccc(C)cc1)c1ccccc1 | -13% | . | . | -12% | -11% | . | -19% | -4 | 2%
Cc1ccc(CNC(=O)CCS(=O)(=O)c2cccc3nsnc23)cc1 | 5% | -28% | -3% | 8% | 3% | -1% | -4% | 0 | 16%
CCOCCCNCC(=O)Nc1ccc(S(=O)(=O)NC(C)CC)cc1 (configuration not stated) | -18% | -6% | -3% | 0% | -1% | 0% | 13% | 7 | 0%
O=C(NCC1CCN(Cc2cccc(Cl)c2)CC1)Nc1ccc(Cl)cc1 | ? | . | 18% | ? | -7% | 22% | -30% | -61* | ?
Cc1cc(C(F)(F)F)cc(NNC(=O)NC(=O)c2ccccc2Cl)n1 | 1% | . | ? | 0% | -3% | 9% | -1% | 0 | 2%
Cc1cc(NC(=O)Cc2csc(-c3ccccc3)n2)ccc1Br | 18µM* | -4% | -117%[inhibitor] | 5% | 3% | 4% | ? | 1 | 0%
COC(=O)Cc1csc(NC(=O)CSc2nnc3ccccn23)n1 | -3% | . | -125%[inhibitor] | 4% | 2% | -1% | -7% | 6 | 6%

2 compounds picked at random from the list so far, as already listed:
SMILES | KB-V1 cytotox | ATXN2 expr inh | SW480 rerep | HT1080 IDH1KD tx | WRN inhibitor | MCF10A rereplic | KB-3-1 tox | IL-1B inflam inh | HT1080-NT tox
O=C(OCC(=O)N1CCCC1)c1cc(=O)c2ccccc2o1 | -2% | . | -6% | 4% | 12% | ? | 7% | 0 | -2%
COC(=O)c1ccc(OC)c(CSc2nnc(COc3ccc(OC)cc3)o2)c1 | 5% | -1% | 1% | -9% | -9% | 14% | -4% | 6 | -1%

Next compounds follow.
SMILES | KB-V1 cytotox | ATXN2 expr inh | SW480 rerep | HT1080 IDH1KD tx | WRN inhibitor | MCF10A rereplic | KB-3-1 tox | IL-1B inflam inh | HT1080-NT tox
N#Cc1ccc[n+](CC(=O)c2ccc(NC(=O)c3ccccc3)cc2)c1 | 2% | 23% | -7% | 15% | 0% | 4% | -6% | 15 | 5%
CC(C)c1ccc(NC(=O)C(c2ccccc2)N(C)C(=O)c2cnccn2)cc1 (configuration not stated) | 6% | -11% | 0% | 11% | 4% | 1% | 2% | 12 | 6%
O=C(NCCc1nnc2ccc(NCCCN3CCOCC3)nn12)c1ccccc1 | -3% | 1% | -31%[inhibitor] | -1% | -16% | -4% | -7% | i | -1%
NC(N)=NCCCc1cn(CC(=O)N2CCNCC2)nn1 | ? | 5% | -5% | 2% | 1% | -2% | 23% | 20 | -14%
CCOc1ccc(CNC(=O)Cn2c(=O)c3cccn3c3ccccc32)cc1 | 2% | -8% | ? | 8% | -1% | 1% | 6% | 11 | 14%
CN(C)CCCNC(=O)C[C@H]1C[C@H](C(=O)N2CCOCC2)[C@@]2(C)c3[nH]c4cc(CCC(=O)N(C)C)ccc4c3CCN2C1=O | -8% | 1% | ? | 2% | 2% | 1% | 0% | 15 | -1%
CCOC(=O)c1cc2c(N)c(C(=O)c3ccc(Br)cc3)sc2[nH]c1=O | 3% | . | -23% | -2% | -2% | 2% | 17% | 11 | 25%
CC(NC(=O)C12CC3CC(CC(C3)C1)C2)C(=O)NN=Cc1ccc([N+](=O)[O-])o1 (configuration not stated) | ? | ? | ? | 0% | -19% | ? | ? | ? | -2%
Cc1ccc2nc(-c3ccncc3)c(NC3CCCC3)n2c1 | 0% | -12% | ? | -4% | 2% | ? | -20% | 0 | -3%
CCOC(=O)CN1C(=O)S/C(=C/c2cc(C)n(C)c2C)C1=O | 3% | 36%[activator] | -4% | 3% | 0% | 19% | 30% | -14 | ?
Cc1ccc(-n2c(SCC(=O)Nc3cc(C)on3)nc3c(c2=O)SC(C)C3)cc1 (configuration not stated) | -5% | -13% | -11% | 1% | 1% | 3% | -19% | -13 | -8%
CCOC(=O)/C(C#N)=C/c1c(N2CCN(c3ccc(OC)cc3)CC2)nc2c(C)cccn2c1=O | -15% | -13% | -2% | 1% | 4% | 2% | -5% | 30 | -5%
COCCCNc1nc2ccccc2nc1NS(=O)(=O)c1ccc(F)cc1 | 3% | -10% | -5% | 1% | 0% | -2% | -5% | 35 | -7%
CCC/C(C)=N/NC(=O)c1ccccc1O | -14% | -6% | 16% | 10% | 3% | 4% | 9% | 46 | -3%
O=c1c(Cl)c(N2CCC3(CC2)OCCO3)cnn1C12CC3CC(CC(C3)C1)C2 | 1% | . | -20% | 4% | 4% | 5% | 1% | 4 | 1%
COc1ccc(NC2=C(NCCO)C(=O)c3ccccc3C2=O)cc1 | 21µM* | -5% | 18µM* | 8.2µM* | -4%[11.6 µM] | ? | ? | 11 | 13µM*
C=CCN1C(=O)/C(=C\c2ccc(OC(=O)c3ccco3)c(OC)c2)SC1=S | 2% | . | -5% | 6% | -4% | 1% | -1% | 3 | 12%
CCOC(=O)c1cnc2ccc(Cl)cc2c1Nc1ccc(S(=O)(=O)Nc2ncccn2)cc1 | 9% | 1% | -1% | 22% | -5% | ? | 10% | 27 | 19%
Cc1cc(C)c(-c2cc(C)nc3ncnn23)c(C)c1 | -5% | -4% | -10% | 20% | -2% | -1% | 14% | 16 | 19%
COC(=O)c1ccc(NC(=O)c2cccc(Cl)c2)o1 | -2% | 3% | -8% | 4% | 4% | 2% | -1% | 5 | 10%
CN(Cc1ccccc1)C(=O)CN1C(=O)C2C3C=CC(C3)C2C1=O (configuration not stated) | ? | 9% | -4% | -2% | -5% | -22% | 0% | 8 | 4%
Cc1c(C(=O)NCCN2CCOCC2)oc2ccc(S(=O)(=O)N3CCCCCC3)cc12 | -28% | -5% | -8% | -1% | 3% | 7% | 11% | 28 | -2%
CCOC(=O)CSc1cc(C)nc(N)n1 | -1% | 0% | -2% | 14% | 10% | 5% | 0% | -5 | 9%
Cc1c(C(=O)O)cc(C(C)(C)C)n1CCSCCO | 22% | 14% | -7% | 17% | -8% | 0% | 3% | -1 | 24%
COCCNC(=S)N/N=C(\C)CCc1ccc2c(c1)OCO2 | 5% | 2% | ? | 15% | 0% | 6% | -1% | 24 | -4%
C=CCn1c(-c2ccoc2C)n[nH]c1=S | 0% | 3% | -5% | 12% | -4% | -7% | -14% | 21 | 2%
COc1ccccc1C(CNC(=O)CSc1ccc2ccccc2c1)N(C)C (configuration not stated) | ? | -21% | ? | -22% | -6% | 6% | -6% | i | 1%
O=S(=O)(Nc1ccc2nc(C(F)(F)F)[nH]c2c1)c1ccccc1 | ? | 5% | -5% | 6% | -16% | 17% | -10% | -3 | -5%
NC(=O)CC(NC(=O)Cc1ccc(Cl)cc1)c1ccc(NC2CCCCCCC2)c([N+](=O)[O-])c1 (configuration not stated) | 3% | -9% | 2% | -3% | 7% | ? | -3% | -12 | -2%
COc1ccc(C=C(C(=O)O)c2ccc(OC)cc2)cc1 | 0% | 17% | 2% | 3% | -12% | -1% | 0% | -1 | 5%
CC[C@@H](C)[C@H](NC(=O)CCc1c(C)c2cc3c4c(oc3c(C)c2oc1=O)CCCC4)C(=O)O | 8% | . | -16% | 0% | -8% | -10% | 5% | 15 | -1%

Source: PubChem
